Source: PubChem BioAssay
STAT3 activator – activators of IL-6 induced STAT3 signaling. U3A cells, IL-6 STAT3-luciferase reporter, luminescence; 100% = signal with IL-6 EC80 alone. 190,000 compounds, 0.91% hits. activation (% of control), % at 5.6 µM. AID 871;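 active = activation above the screen-wide mean of compound activation plus 3 SD, cut at about 130% in these data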;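 note: 0% = background luminescence of wells with medium and substrate only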
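Material: human STAT1-deficient U3A cells with stable STAT3-luciferase reporter / Probe or stimulus: IL-6 stimulus at 33 ng/mL final / Schedule: 1 h compound pre-exposure, 6 h IL-6 stimulation, 37 °C / Technique: luminescence / Read-out basis: percent of IL-6-only median luminescence / Control set: IL-6-only high control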
ROMK primary – modulators of human ROMK potassium channel; P48048; Tet-inducible ROMK, thallium flux fluorescence; actives lie on both sides; B-score at 10 µM; 130,000 compounds, 2% hits; AID 1918;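 active = signal ratio slope over the read window, or its plate-corrected B-score, at least 3 SD from the plate mean, either direction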;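 note: B-score of the F/F0 ratio slope over 7 to 12 s after thallium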
STAT3 inh – inhibitors of IL-6 induced STAT3 signaling; U3A cells, IL-6 STAT3-luciferase reporter, luminescence; host cell line lacks STAT1; inhibition, % at 5.5 µM; 190,000 compounds, 0.89% hits; AID 862;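 active = inhibition above the mean inhibition across all screened compounds plus 3 SD, cut at about 44% in these data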;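 note: 0% = DMSO only wells and 100% = 100 µM nifuroxazide control wells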
PPARg SRC-2 ag – PPARgamma-driven SRC-2 recruitment agonism | P37231 | PPARgamma LBD-SRC-2 recruitment, biochemical | activation, % at 8 µM | 200,000 compounds, 0.34% hits | AID 1032; in the data active = activation above about 22%;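 note: 0% = vehicle and 100% = reference agonist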
Target sequence (P37231 whole entry, looked up, the tested form may be a part): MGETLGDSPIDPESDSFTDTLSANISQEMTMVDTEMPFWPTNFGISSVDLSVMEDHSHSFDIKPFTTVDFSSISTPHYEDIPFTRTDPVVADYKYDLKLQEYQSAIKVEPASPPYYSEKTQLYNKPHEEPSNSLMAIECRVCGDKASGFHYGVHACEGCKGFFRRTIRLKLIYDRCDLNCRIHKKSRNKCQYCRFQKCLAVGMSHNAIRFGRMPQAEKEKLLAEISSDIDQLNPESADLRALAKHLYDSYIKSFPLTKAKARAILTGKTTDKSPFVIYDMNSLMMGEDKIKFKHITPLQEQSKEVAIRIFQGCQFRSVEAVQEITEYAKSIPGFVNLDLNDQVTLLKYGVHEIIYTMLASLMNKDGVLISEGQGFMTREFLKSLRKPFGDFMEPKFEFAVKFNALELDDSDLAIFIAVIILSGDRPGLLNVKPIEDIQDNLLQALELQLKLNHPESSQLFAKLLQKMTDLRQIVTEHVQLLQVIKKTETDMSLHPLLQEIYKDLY
TNAP act hi DEA – TNAP (human) activation, high acceptor; P05186; purified TNAP, CDP-star luminescence, 1 M DEA, 30 min; hits give high values; 0 = EDTA background, 1 = DMSO-only activity; activation factor at 20 µM; 200,000 tested, under 10 active;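 active = activation factor at least 2 at 20 µM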
Target sequence (P05186 whole entry, looked up): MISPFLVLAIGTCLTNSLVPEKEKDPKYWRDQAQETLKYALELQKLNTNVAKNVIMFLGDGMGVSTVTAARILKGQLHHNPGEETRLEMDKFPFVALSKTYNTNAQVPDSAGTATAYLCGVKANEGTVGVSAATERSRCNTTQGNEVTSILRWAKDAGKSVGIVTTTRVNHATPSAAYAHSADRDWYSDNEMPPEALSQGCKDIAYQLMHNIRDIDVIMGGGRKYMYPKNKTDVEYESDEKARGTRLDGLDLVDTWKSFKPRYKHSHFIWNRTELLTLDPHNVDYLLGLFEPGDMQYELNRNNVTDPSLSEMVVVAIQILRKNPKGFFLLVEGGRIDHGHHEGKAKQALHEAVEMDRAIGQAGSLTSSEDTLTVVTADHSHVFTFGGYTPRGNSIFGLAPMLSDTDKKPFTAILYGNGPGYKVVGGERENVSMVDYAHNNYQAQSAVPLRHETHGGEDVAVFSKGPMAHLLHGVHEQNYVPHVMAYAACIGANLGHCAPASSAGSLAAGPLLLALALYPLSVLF
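Dosing: 20 µM single point. System: human TNAP. Amount: TNAP 1/800 final. Incubation: 30 min, room temperature. Read-out: TNAP activation factor scaled between EDTA and DMSO control wells. Signal: luminescence from CDP-star hydrolysis. Medium: 1 M DEA, pH 9.8, Mg2+, Zn2+. Control set: EDTA negative control, DMSO positive control.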
PPARg SRC-3 ag – agonists of human PPARgamma SRC-3 coactivator recruitment; P37231; biochemical PPARgamma/SRC-3 coactivator recruitment assay; activation, % at 8 µM; 200,000 compounds, 0.26% hits; AID 731; in the data active = activation above about 23%;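 note: 0% = DMSO and 100% = reference agonist; some compounds past the cut are filed as inactive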
TR-FRET SRC-2 ct – flags TR-FRET format artefacts in PPARgamma SRC-2 recruitment agonist screen; TR-FRET artefact counter-screen; hits give high values; TR-FRET ratio at 8 µM; 200,000 compounds, 0.4% hits; in the data active = TR-FRET ratio above about 2000; note: inactives centre near 1500
PPARg SRC1 recr – agonists of human PPARgamma SRC-1 coactivator recruitment | AID 631 | 200,000 compounds, 0.41% hits | P37231 | activation, % at 8 µM | PPARgamma-SRC-1 coactivator recruitment biochemical assay; in the data active = activation above about 19%;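 note: 0% = DMSO and 100% = reference agonist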
STAT1 inh – reduces IFN-gamma driven STAT1 reporter signal | NIH 3T3 STAT1-luciferase reporter, luminescence | inhibition, % at 5.5 µM | 200,000 compounds, 0.35% hits;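 active = inhibition above a set limit, the mean inhibition across all tested compounds plus 3 SD, cut at about 34% in these data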;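 note: 0% = IFN-gamma with DMSO and 100% = IFN-gamma with 300 µM nifuroxazide; values of inactives mirror those of a sister screen read the other way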
bIAP act – intestinal alkaline phosphatase (bovine) activation; purified bovine IAP, CDP-star luminescence, 30 min; hits give high values; fold of DMSO-control signal, blank-subtracted; 200,000 compounds, 0.17% hits; activation factor at 20 µM;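 active = activation factor of 2 or more at 20 µM, a signal rise over negative controls twice the positive control's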
bIAP inhibitor – intestinal alkaline phosphatase (bovine) inhibition | purified bovine IAP, CDP-star luminescence, 30 min | inhibition, % at 20 µM | AID 1019 | 190,000 tested, under 10 active;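 active = over 50% inhibition of intestinal alkaline phosphatase at 20 µM in the single-dose screen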
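System: Purified bovine intestinal alkaline phosphatase (IAP) enzyme | Input: IAP diluted 1/65,000,000 in the well | Also added: CDP-star chemiluminescent phosphatase substrate, 30 µM final | Dosing: 20 µM single dose | Times: Enzyme reaction for 30 min at room temperature | Detection: Luminescence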
Active calls of the source: *; / = no result given.

SMILES	STAT3 activator	ROMK primary	STAT3 inh	PPARg SRC-2 ag	TNAP act hi DEA	PPARg SRC-3 ag	TR-FRET SRC-2 ct	PPARg SRC1 recr	STAT1 inh	bIAP act	bIAP inhibitor
CCOC(=O)n1n[n+]([O-])c2ccccc21	97	0.14	3	5	1.1	2	1532	-2	-2	0.9	9
CC(O)c1ccc2c(c1)OCCOCCN(C)CCOCCO2 (stereo unspecified)	102	0.57	0	5	1	-5	1546	13	-3	1	-4
O=C(CSc1nc(-c2ccccc2Cl)ns1)Nc1ccc2c(c1)OCO2	102	/	-1	-3	0.9	-2	1622	-9	-2	1	-2
CCOc1ccccc1Nc1ncccc1C(=O)O	106	1.3	0	-7	1	-15	1468	-6	4	1	1
NC(=O)c1ccsc1NC(=O)COC(=O)CSc1ccc(Cl)cc1	94	0.35	12	-2	1.1	1	1445	2	-2	1.1	-10
Cc1ccc(SCc2nn(C)c(Cl)c2C=O)cc1	99	0.48	5	2	1	0	1335	-3	-16	1.1	-8
O=C(N/N=C/c1ccccc1C(=O)O)C(=O)N1CCCCC1	101	-0.11	8	10	1	4	1652	0	-7	0.9	11
CC(OC(=O)CCc1c[nH]c2ccccc12)C(=O)c1ccccc1 (stereo unspecified)	95	0.0059	13	7	1	-1	1530	6	-15	0.8	19
O=C(CN1CCN(S(=O)(=O)c2ccc(Br)cc2)CC1)N/N=C/c1ccc(Br)s1	113	-0.19	-2	-4	1	1	1414	-9	-8	0.9	9
CCn1c(=N)n(CCO)c2ccccc21	100	-0.013	6	4	1.1	-5	1462	-1	0	1	-2
CCSCc1nnc(SCC(=O)Nc2cccc(C(C)=O)c2)n1C	87	-0.45	21	10	1	6	1481	8	10	1	-2
CSc1cccc(NC(=O)c2cnccn2)c1	91	-0.38	16	11	1	12	1627	2	-7	0.9	8
CCCC(=O)N(c1ccc2oc(=O)sc2c1)S(=O)(=O)c1ccccc1	101	/	3	3	0.9	-5	1388	-14	2	0.7	27
C/C(N)=C(/C#N)C(=O)CSc1ccc2c(c1)OCCO2	107	/	2	6	1	4	1653	14	-14	0.9	8
O=C(NCc1ccc2c(c1)OCO2)C1CCCN(S(=O)(=O)c2cccnc2)C1 (stereo unspecified)	110	/	-7	0	1	-1	1486	3	-1	0.9	10
O=C(CSc1ccc(Br)cc1)N1CCN(C(=O)c2ccco2)CC1	104	0.065	-2	5	1	4	1677	4	-2	1.2	-15
Cc1ccc(C(=O)N/C(=C\c2cccs2)C(=O)N2CCCCCC2)cc1	98	/	6	3	1	-5	1539	5	3	1	-2
Cc1ccc(NC(=O)COC(=O)Cc2ccsc2)c(C)c1	98	-0.28	7	-3	1	-2	1480	-5	3	1	-2
Fc1ccc(NC(=S)N2CCCCC2)cc1	98	-1.1	0	-6	1.1	1	1456	-3	4	0.1	/
Cc1cccc(C)c1OCCCCCNCCO	90	-0.69	18	3	1.1	6	1412	4	-1	1.1	-12
O=C(NC(=S)Nc1ccccc1F)c1ccc(Br)o1	116	/	-14	7	1	-2	1714	7	-30	1	0
Cc1c(C(=O)OCC(=O)NCc2ccc3c(c2)OCO3)cccc1[N+](=O)[O-]	101	/	1	7	1.1	-2	1535	1	-8	1	-2
CC(C)CCNC(=O)CC1Nc2c3ccccc3nc(=S)n2C1=O (stereo unspecified)	97	1.3	4	17	1	15	1795	7	3	1	-1
COc1ccc(C2C(Oc3ccccc3C)C(=O)N2Cc2ccc(F)cc2)cc1OC (stereo unspecified)	98	/	5	2	1	-6	1485	3	4	0.9	8
Cc1cc(C)c2ccc(NN)nc2c1O	98	-0.17	-1	6	1	-3	1406	0	1	1	-2
O=C1c2cccc3cccc(c23)C(=O)N1CC1CCN(CC(O)COCc2ccc3c(c2)OCO3)CC1 (stereo unspecified)	94	-2.9	8	0	1	-1	1510	-5	-11	1.4	-38
CC(O)CN(Cc1ccc(Cl)cc1)CC(C)O (stereo unspecified)	107	/	-3	-5	1	-3	1478	-12	1	1	2
CCc1cc(C(=O)OC)c(NC(=O)c2cc(Br)cs2)s1	82	/	22	10	1.1	6	1486	3	2	0.8	20
Cc1nc(-c2cccs2)ccc1C(=O)O	114	0.67	-7	6	1	3	1585	10	-1	1	-2
CC(C)[C@H](NC(=O)c1ccccc1)C(=O)N1CCc2ccccc21	98	0.15	5	4	1	-2	1675	8	6	0.9	7
Cc1ccc(N2CCN(/N=C/c3cccs3)CC2)cc1	75	/	35	3	1.1	-2	1624	0	3	0.9	12
O=C(Nc1nnc(-c2ccccc2SCc2ccccc2F)s1)Nc1ccccc1F	106	0.52	-1	-15	1.1	-2	1355	-1	3	0.7	30
CCOC(=O)C1(O)CSc2nc3sc(C(=O)O)c(C)c3c(=O)n21 (stereo unspecified)	102	0.55	0	8	1	7	1681	6	0	0.9	5
O=C(Nc1cccc(O)c1)c1ccc([N+](=O)[O-])cc1Cl	75	0.16	34	5	1	-3	1402	5	-6	1	0
COc1c(C(=O)N2CCCC2)ccc2ccccc12	105	/	-2	-3	1	1	1487	2	0	0.9	7
O=C(CCCNS(=O)(=O)c1cccc2nsnc12)NC1CCCCC1	99	/	7	3	0.9	6	1527	-3	4	0.9	6
COc1ccc(-n2c(SCC3OCCO3)nc3c(sc(=S)n3-c3ccccc3)c2=O)cc1OC	94	-0.72	17	-6	1.1	4	1438	-6	-4	1	2
CCOC(=O)Cc1nn(Cc2ccccc2)c(=O)c2ccccc12	114	-0.27	-11	2	1	5	1473	-3	2	1	2
Cc1ccccc1-c1nc(CSc2nc3c(c(=O)[nH]2)CCC3)c(C)o1	100	-0.31	0	2	1	1	1461	1	0	1.1	-7
Nc1nc2n(n1)C(=O)CC(c1ccccc1)N2 (stereo unspecified)	95	-2.2	15	-4	1	3	1511	7	-2	0.9	9
O=c1oc2ccccc2c(NCCO)c1[N+](=O)[O-]	105	-0.39	-3	-6	1	0	1545	3	-15	1	-3
O=C(COc1ccccc1)NCC(=O)N/N=C/c1ccccc1	90	/	14	3	1	2	1602	5	9	0.9	13
CC(O)C(NC=C1C(=O)OC(C)(C)OC1=O)C(=O)O (stereo unspecified)	100	0.83	11	7	1	5	1686	9	1	0.7	26
COCc1cc(C)nc(Nc2ccccc2C)c1C#N	95	/	9	-8	1	6	1432	-1	-1	1	3
Cn1c(N)c(C(=O)COC(=O)CSc2ccc3ccccc3c2)c(=O)n(C)c1=O	82	0.83	27	0	1	3	1380	-1	7	1.1	-14
COCC(=O)Nc1ccc(OCc2ccccc2)cc1	102	-0.074	1	1	1	2	1424	2	-35	0.9	13
Cc1cccc(-n2nnc(C(=O)NCc3ccccn3)c2N)c1	93	1.5	10	1	1	-2	1518	0	-17	1	-4
COc1ccc(Cl)cc1NC(=O)CN(C)C(=O)COc1ccccc1F	107	-0.12	-7	3	1	-2	1385	5	4	1	5
N#C/C(=N\Nc1cccc(F)c1)C(=N)N1CCCCCC1	93	-0.64	19	17	1	-2	1773	-2	-50	1	-4
O=C(NCC1CCCO1)c1nc2c(nnn2Cc2ccccc2Cl)c(=O)[nH]1 (stereo unspecified)	119	/	-22	14	1	6	1552	4	-10	0.9	5
COc1ccccc1-c1ccc(SCC(=O)NCCc2ccccc2)nn1	110	-2	-6	-1	1	0	1663	-1	16	1	-2
COc1ccc(NS(=O)(=O)c2ccc(NC(=O)c3ccc(Br)cc3)cc2)nn1	95	-0.056	9	4	1	3	1564	4	-6	1.1	-12
Cc1nc(NC(=O)CCCC(=O)Nc2nc(C)c(C)s2)sc1C	107	0.015	-6	-5	1	6	1479	2	1	0.9	12
CCC(=O)NC(=S)Nc1ccc(NC(=O)c2ccc([N+](=O)[O-])cc2Cl)cc1	88	/	10	-1	1	-2	1704	12	-7	0.6	40
COc1ccc(C2C(=O)c3ccccc3C2=O)cc1OC	109	/	-10	10	1	-1	1716	5	-14	0.9	11
Cc1nn(Cc2cccc(C(=O)Nc3ccn(Cc4ccccc4)n3)c2)c(C)c1[N+](=O)[O-]	95	0.52	11	2	1.1	-2	1507	0	1	0.9	12
O=C(COc1ccc(Cl)cc1)Nc1nc(-c2cccs2)cs1	76	/	34	6	1	-1	1519	6	6	1	5
CCCn1c(SCC(=O)NC(C)c2ccccc2)n[nH]c1=O (stereo unspecified)	102	0.32	2	10	1	2	1643	14	-2	1.1	-8
C=CCN(CC=C)S(=O)(=O)c1ccc(NC(=S)NC(=O)/C=C/c2ccc(C)cc2)cc1	99	1.7*	2	5	1	-6	1328	-10	2	0.8	17
CCOc1cc(N2CCOCC2)c(OCC)cc1NC(=O)Cc1ccccc1OC	98	/	2	-1	1	-4	1539	-1	1	1.1	-5
(cont.)
SMILES	STAT3 activator	ROMK primary	STAT3 inh	PPARg SRC-2 ag	TNAP act hi DEA	PPARg SRC-3 ag	TR-FRET SRC-2 ct	PPARg SRC1 recr	STAT1 inh	bIAP act	bIAP inhibitor
COc1ccc2c(=O)c(N3C(=O)c4ccccc4C3=O)coc2c1	101	0.61	1	5	1	11	1565	1	4	1	1
COc1ccccc1NC(=O)c1cc(Cl)nnc1Cl	96	-0.75	5	1	1	0	1498	-10	24	1	-4
COc1ccccc1N1CCN(C(=O)c2ccc(CS(=O)(=O)c3ccccc3OC)o2)CC1	97	/	10	3	1	0	1539	7	5	1	-3
O=C(Nc1ccc(S(=O)(=O)Nc2ncccn2)cc1)c1ccc(S(=O)(=O)N2CCCC2)cc1	104	-0.85	4	-9	1	-1	1352	-2	-3	1.5	-48
COc1ccc(-n2cccc2/C=C2\C(=N)N3N=C(c4ccco4)SC3=NC2=O)cc1	101	-0.43	4	-2	0.9	0	1516	3	-1	1.1	-9
O=S(=O)(/N=C(/Nc1ccc(F)cc1F)c1ccccc1)c1ccccc1	105	-0.12	-9	4	1.1	3	1546	6	-2	0.8	17
Cc1cc(S(=O)(=O)N2CCN(c3ncccn3)CC2)ccc1-n1cnnn1	105	0.019	-2	-3	1	-6	1499	3	-1	1	4

Fetched by compound from above, two records:
SMILES	STAT3 activator	ROMK primary	STAT3 inh	PPARg SRC-2 ag	TNAP act hi DEA	PPARg SRC-3 ag	TR-FRET SRC-2 ct	PPARg SRC1 recr	STAT1 inh	bIAP act	bIAP inhibitor
Cc1ccccc1-c1nc(CSc2nc3c(c(=O)[nH]2)CCC3)c(C)o1	100	-0.31	0	2	1	1	1461	1	0	1.1	-7
O=C(NC(=S)Nc1ccccc1F)c1ccc(Br)o1	116	/	-14	7	1	-2	1714	7	-30	1	0
